# Screens as filed in PubChem BioAssay.
# D2 agonist – agonists of human D2 dopamine receptor; P14416; HEK293 T-REx D2 cells, calcium flux agonist mode; activation, % at 2 µM; actives 0.53% (n = 340,000); AID 485358;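 active = activation over 3 SD above normal in the single-dose calcium agonist read, cut at about 30% in these data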; also: 0% is about no effect
# Target sequence (P14416 whole entry, looked up): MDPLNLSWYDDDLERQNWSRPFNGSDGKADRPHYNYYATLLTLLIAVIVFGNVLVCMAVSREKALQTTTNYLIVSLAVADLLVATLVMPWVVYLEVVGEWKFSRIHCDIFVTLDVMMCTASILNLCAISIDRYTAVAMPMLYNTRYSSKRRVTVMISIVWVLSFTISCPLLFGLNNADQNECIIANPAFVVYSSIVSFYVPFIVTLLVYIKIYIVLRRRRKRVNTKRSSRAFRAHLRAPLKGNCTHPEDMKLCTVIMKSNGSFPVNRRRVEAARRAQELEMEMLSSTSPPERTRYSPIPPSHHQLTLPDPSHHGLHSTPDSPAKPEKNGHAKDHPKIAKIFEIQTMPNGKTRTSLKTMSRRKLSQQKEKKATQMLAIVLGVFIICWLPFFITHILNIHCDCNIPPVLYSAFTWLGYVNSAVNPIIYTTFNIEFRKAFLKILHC
#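 HEK293 Trex D2 cells, tetracycline-induced, o/n 30 C 5% CO2; no-wash Ca dye, RT 30–90 min; 10-cycle baseline, 23 nl cpd added, kinetic Ca read 180 s; agonist hits = positive Ca response.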
# USP1-UAF1 inh – inhibitors of human USP1/UAF1 deubiquitinase | O94782 | AID 743255 | recombinant USP1/UAF1, Ub-Rhodamine cleavage fluorescence | actives 0.23% (n = 390,000) | Potency, µM (highest dose often 57.1 µM), for the others: top-dose activity change, negative = inhibition, hits mostly inhibitors; also: potency is read from the fitted curve at half-maximal effect; % is scaled to controls: 0 for no effect and ±100 for the full control effect; nearly all actives have a fitted effect of over 60% in size; inactives centre near -12
#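 1 nM enzyme complex + cpd, 15 min RT; start with Ub-Rho 150nM final; kinetic fluorescence ex 480/em 540, 6 reads q60 s. Buffer 50mM HEPES pH 7.8, 0.5mM EDTA, 0.1 mg/ml BSA, 1mM TCEP, 0.01% Tween-20.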
# Pin1 inhibitor – blocks the human prolyl isomerase Pin1. Pin1 FP peptide displacement, HiFluor488, 10 min. Potency, µM (doses to about 115 µM), for inactives: at the top dose activity, negative = inhibition, most hits filed as inhibitors. Q13526. actives 0.009% (n = 390,000); active = well fitted inhibition curve with a large enough effect in the polarisation, with a control signal flat, not every such curve was filed as active; inconclusive = small, poorly fitted or top-dose-only effect, or effect the other way, or a change in a side signal; inactive = no such curve, though single readings can be large or run the other way; the % refers to the polarisation; also: potency is read from the fitted curve at half-maximal effect; % is scaled to controls: 0 for no effect and ±100 for the full control effect
# Target sequence (Q13526 whole entry, looked up): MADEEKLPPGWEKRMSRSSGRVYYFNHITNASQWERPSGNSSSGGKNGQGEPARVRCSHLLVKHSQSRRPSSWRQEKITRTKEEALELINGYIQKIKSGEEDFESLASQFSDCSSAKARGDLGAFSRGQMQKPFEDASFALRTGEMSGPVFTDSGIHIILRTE
# TRHR enhancer – allosterically enhances the human TRH receptor. actives 0.66% (n = 360,000). AID 493056. enhancement, % at 2 µM. TRHR cells, fluo-8 calcium fluorescence, EC20 TRH enhancement; in the data active = enhancement above about 30%; also: 0% is about no effect
#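 TRHR-expressing cells loaded with fluo-8 calcium dye were read kinetically (ex 480/em 530) during compound addition, then stimulated with an EC20 of TRH (10 nM final). Enhancement of the Gq-mediated intracellular calcium response was scored.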
# IDH1 R132H inh – human IDH1 R132H inhibition | O75874 | IDH1-R132H enzyme, NADPH consumption, diaphorase/resazurin fluorescence | Potency, µM (series often up to 76.6 µM), for the others: at the highest dose activity change, negative = inhibition, usual class: inhibitors | actives 0.093% (n = 390,000); also: potency is read from the fitted curve at half-maximal effect; % is scaled to controls: 0 for no effect and ±100 for the full control effect; nearly all actives have a fitted effect of over 65% in size
#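 IDH1-R132H (0.5 ug/mL dispensed) in pH 7.5 Tris buffer was preincubated 30 min with compound, then given a substrate mix of 0.016 mM NADPH and 2 mM alpha-KG for 80 min at room temperature; remaining NADPH was read by diaphorase/resazurin fluorescence.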
# rTrxR1 inhibitor – rat TrxR1 inhibition; AID 588453; actives 1% (n = 390,000); recombinant rTrxR1, NADPH fluorescence consumption, selenite substrate; Potency, µM (titrated, usually from 114 µM), for the others: at the highest dose activity change, negative = inhibition, hits mostly inhibitors; O89049; also: potency is read from the fitted curve at half-maximal effect; % is scaled to controls: 0 for no effect and ±100 for the full control effect; nearly all actives have a fitted effect of over 65% in size
# Target sequence (O89049 whole entry, looked up): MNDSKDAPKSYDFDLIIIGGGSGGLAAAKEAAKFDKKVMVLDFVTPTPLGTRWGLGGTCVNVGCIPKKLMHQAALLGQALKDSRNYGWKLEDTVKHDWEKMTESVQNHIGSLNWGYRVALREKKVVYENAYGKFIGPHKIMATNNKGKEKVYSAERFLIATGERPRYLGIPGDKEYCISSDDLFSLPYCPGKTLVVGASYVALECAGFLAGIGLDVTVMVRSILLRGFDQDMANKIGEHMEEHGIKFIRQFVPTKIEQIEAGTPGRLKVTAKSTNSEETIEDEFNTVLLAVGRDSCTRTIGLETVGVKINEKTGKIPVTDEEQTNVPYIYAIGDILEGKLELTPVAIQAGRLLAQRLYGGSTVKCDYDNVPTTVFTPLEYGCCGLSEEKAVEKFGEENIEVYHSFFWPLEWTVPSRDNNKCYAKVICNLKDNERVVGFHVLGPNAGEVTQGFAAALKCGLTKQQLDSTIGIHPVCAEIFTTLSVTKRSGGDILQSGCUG
#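 Rat TrxR1 (90 nM in the dispensed reagent) was pre-reduced with 400 uM NADPH for 5 min at room temperature, then incubated with compound for 15 min. After 400 uM selenite was added, NADPH fluorescence (Ex 340/Em 450 nm) was followed for 8 min.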
# TrxR1 substrate – is turned over as a substrate by rat TrxR1. O89049. purified TrxR1 substrate turnover, NADPH consumption readout. Potency, µM (series often up to 114 µM), for inactives: at the highest dose activity change, negative = substrate turnover. AID 588456. actives 0.01% (n = 390,000); also: potency is read from the fitted curve at half-maximal effect; % is scaled to controls: 0 for no effect and ±100 for the full control effect; nearly all actives have a fitted effect of over 50% in size
#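 Rat TrxR1, dispensed at 90 nM, was prereduced with 400 uM NADPH (final) for 5 min at ~22 deg C, then incubated with compound 15 min before 400 uM selenite. A first-read NADPH fluorescence drop versus no-compound background flagged substrates.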
# TRHR ag – TRH receptor (human) agonism; activation, % at 2 µM; TRHR cells, calcium flux fluo-8, FDSS agonist mode; AID 493084; actives 0.18% (n = 360,000); P34981; in the data active = activation above about 30%; also: 0% is about no effect
#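 Steps: seed TRHR cells overnight; add fluo-8 no-wash Ca dye, RT 30 min–1.5 h; record 10 s baseline; pin-transfer compounds; monitor fluorescence 1 cycle/s for the agonist window. Calcium increases flag candidate agonists.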
# D2 antagonist – antagonists of human D2 dopamine receptor; HEK293 TREx D2 cells, calcium flux, dopamine EC80; inhibition, % at 10 µM; actives 2% (n = 340,000); AID 485344; in the data active = inhibition above about 30%; also: 0% is about no effect
#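 Inhibition of EC80 dopamine-driven calcium flux, recorded kinetically, defines activity here; cells are a tetracycline-induced HEK293 T-REx line expressing force-coupled D2.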
# An asterisk follows results filed as active; ? = inconclusive; . = no result given; [ ] = dose if it differs, or a comment. Unless noted, calls follow the shape of the dose curve; as a rule, active = well fitted inhibition curve with a large enough effect; inconclusive = small, poorly fitted or top-dose-only effect; inactive = no such curve, though single readings can be large or run the other way. These rows are one share of the data. The share of hits here may be higher or lower than overall.
# A first look, 3 compounds:
SMILES,D2 agonist,USP1-UAF1 inh,Pin1 inhibitor,TRHR enhancer,IDH1 R132H inh,rTrxR1 inhibitor,TrxR1 substrate,TRHR ag,D2 antagonist
Cc1cc(/C=N/NC(=O)c2cc3ccccc3o2)c(C)n1C,0.0,-36%,-5%,-1,-11%,-22%,-6%,0.2,-20
C=CCOc1ccc(/C=C/C(=O)Nc2ccc(C(=O)NC)cc2)cc1,-0.2,2%,?,-1,12%,36%,40%[activator],0.7,10
CCOC(=O)C1CCN(c2c(NCc3ccc(C(=O)Nc4ccc(C)cc4)cc3)c(=O)c2=O)CC1,0.1,-18%,8%,3,2%,8%,0%,0.7,1

# The listing, previewed entries included:
SMILES,D2 agonist,USP1-UAF1 inh,Pin1 inhibitor,TRHR enhancer,IDH1 R132H inh,rTrxR1 inhibitor,TrxR1 substrate,TRHR ag,D2 antagonist
Cc1cc(/C=N/NC(=O)c2cc3ccccc3o2)c(C)n1C,0.0,-36%,-5%,-1,-11%,-22%,-6%,0.2,-20
C=CCOc1ccc(/C=C/C(=O)Nc2ccc(C(=O)NC)cc2)cc1,-0.2,2%,?,-1,12%,36%,40%[activator],0.7,10
CCOC(=O)C1CCN(c2c(NCc3ccc(C(=O)Nc4ccc(C)cc4)cc3)c(=O)c2=O)CC1,0.1,-18%,8%,3,2%,8%,0%,0.7,1
Cn1cc(CN2CCCCC2c2ccccn2)c(-c2ccc3c(c2)OCCO3)n1 (centres undefined),-0.2,-5%,4%,-3,-6%,15%,-4%,0.6,-11
COc1ccccc1CCNC(=O)CCc1c(C)c2cc3c(C)c(C)oc3cc2oc1=O,-0.7,12%,0%,7,-17%,7%,8%,-1.1,.
Cc1cccc(-n2c(SCC(=O)N3CCN(c4ccccn4)CC3)nnc2N2CCOCC2)c1,-0.2,-18%,3%,5,-3%,12%,13%,0.4,14
Cc1cc(CN(C)C(=O)CC2C(=O)NCCN2CC(c2ccccc2)c2ccccc2)on1 (centres undefined),0.6,-14%,-9%,-8,3%,13%[57.1 µM],-19%[57.1 µM],0.2,-5
O=C1C=C(Nc2cccc(O)c2)CC(c2ccco2)C1 (centres undefined),0.5,-17%,-6%,-6,0%,16%,-1%,0.1,14
CCOCc1nnc(NC(=O)CSc2ccccc2)s1,-1.2,-8%,-6%,1,13%,18%,0%,0.1,-22
O=C(Nc1ccccc1)/C(=C/c1ccc([N+](=O)[O-])cc1)NC(=O)c1ccco1,0.0,-13%,4%,16,5%,-4%,-10%,-1.1,15
COc1ccc(F)cc1NC(=O)C1CCN(c2nc(-c3ccc(OC)c(OC)c3)no2)CC1,0.9,0%,1%,-5,8%,6%,-5%,0.4,.
O=C1CC(c2ccc(Cl)cc2)CC(O)=C1C=NCc1ccc(Cl)c(Cl)c1 (centres undefined),0.4,-23%,1%,5,-4%,39%[activator][57.1 µM],4%[57.1 µM],1.2,6
O=[N+]([O-])c1cccc(S(=O)(=O)N2CN(c3ccc(Br)cc3)c3nc4ccccc4nc32)c1,.,-7%,-13%,.,0%,7%,-2%,.,.
CCOC(=O)c1c(C)c(C(=O)NCCN2CCOCC2)c(C)n1CC,0.5,0%,4%,1,2%,24%,-1%,0.8,-2
O=C(Nc1ccccc1Cl)c1cc[n+]([O-])cc1,-0.4,-12%,0%,19,0%,11%,-2%,-1.1,-9
CCc1ccc(N=C2NC(=O)/C(=C/c3cc(OC)c(OC)c(OC)c3)S2)cc1,0.9,-13%,6%,0,3%,6%,8%,-0.1,-8
CCn1cc(Br)c(C(=O)N2CCN(c3ccccc3)CC2)n1,-1.5,-19%,-5%,4,1%,3%,3%,-0.2,10
CCN(CC)Cc1c(C(=O)N/N=C(\C)c2ccncc2)nnn1-c1nonc1N,-0.5,-9%,-1%,-9,-2%,5%,-4%,0.4,5
CCCN1CCN(CCNC(=O)Nc2ccc(OC)cc2OC)CC1,0.1,-17%,-7%,6,-11%,21%,1%,0.4,.
CCCN1CCN(CCCNC(=O)c2c(C)nn(-c3ccc(F)cc3)c2-n2cccc2)CC1,0.2,-33%,0%,4,-6%,7%,3%,0.1,.
Nn1c(SCC(=O)NC2CCCCC2)nnc1-c1ccc(Cl)cc1,.,-3%,3%,4,-2%,-13%,-13%,-0.6,.
COc1ccc(C(=O)Nc2ccc(N3CCCC3)cc2)cc1Br,0.2,-26%,8%,2,6%,6%[57.1 µM],-1%[57.1 µM],-0.8,-19
C[C@@H]1NC(=O)N[C@@H]1CCCCCC(=O)O,.,-30%,4%,.,0%,32%,13%,.,.
Cc1nn(-c2ccccc2)c(-c2ccccc2)c1C(=O)O,-0.3,-6%,-8%,-9,8%,10%[57.1 µM],-4%[57.1 µM],-0.1,5
c1ccc(C2[C@H]3CN(Cc4cccnc4)[C@H](c4ccccc4)C34CC2(c2ccccc2)C4)cc1 (some centres undefined),0.4,-21%,?,-1,-4%,17%,2%,0.1,8

# The last 2 records of the section before lead into the next:
SMILES,D2 agonist,USP1-UAF1 inh,Pin1 inhibitor,TRHR enhancer,IDH1 R132H inh,rTrxR1 inhibitor,TrxR1 substrate,TRHR ag,D2 antagonist
Cc1nn(-c2ccccc2)c(-c2ccccc2)c1C(=O)O,-0.3,-6%,-8%,-9,8%,10%[57.1 µM],-4%[57.1 µM],-0.1,5
c1ccc(C2[C@H]3CN(Cc4cccnc4)[C@H](c4ccccc4)C34CC2(c2ccccc2)C4)cc1 (some centres undefined),0.4,-21%,?,-1,-4%,17%,2%,0.1,8
CCOC(=O)C(C(=O)OCC)C(C)(C)/C(C)=N\Nc1ccc([N+](=O)[O-])cc1[N+](=O)[O-],.,-5%,-1%,0,9%,-2%,-3%,-0.1,.
CC(C)(O)C#Cc1ccc(C(=O)NCc2ccccc2)s1,.,-27%,-3%,.,0%,2%,1%,.,.
C[N+](C)(C)C(Cc1c[nH]c2ccccc12)C(=O)[O-] (centres undefined),-0.1,.,.,-3,.,.,.,-0.3,13
O=C(/C=C/c1ccco1)NCc1ccc(F)cc1,-0.4,1%,0%,2,3%,?,8%[57.1 µM],0.5,6
Cc1cccc(NS(=O)(=O)c2ccc(C(=O)NCC3(N4CCCCC4)CCCCC3)cc2)c1C,-0.3,-19%,2%,16,7%,10%,-1%,-1.1,-4
CCC1(c2ccc(F)cc2)NC(=O)N(CC(=O)NCC(=O)Nc2cccc(C)c2C)C1=O (centres undefined),.,1%,-8%,4,-13%,-5%[57.1 µM],-6%[57.1 µM],0.3,.
COc1cccc(NS(=O)(=O)c2ccc3[nH]cc(C(=O)NCCN4CCOCC4)c(=O)c3c2)c1,0.1,-26%,-6%,2,1%,-3%,-2%,-0.1,13
O=C(CN(Cc1cccs1)C(=O)CSc1nnc(COc2ccccc2)o1)NC1CCCCC1,0.7,-16%,15%,-13,8%,9%,5%,0.8,-1
CCC(C)S(=O)(=O)c1snnc1C (centres undefined),-0.4,-8%,-6%,-1,1%,-8%,-6%,0.3,-14
O=C(CN1CCN(S(=O)(=O)c2ccccc2[N+](=O)[O-])CC1)NC(=O)NCc1ccco1,-0.6,-23%,-1%,-2,-4%,14%,0%,0.1,3
Cc1cc(F)ccc1NC(=O)Nc1ccc2c(c1)OCO2,-1.4,-20%,-9%,-2,21%,20%,1%,0.6,-1
CCCCOc1ccc(Cc2c(COCC)[nH]c(=S)[nH]c2=O)cc1,1.2,-9%,4%,-8,7%,11%[57.1 µM],-14%[57.1 µM],-1.1,35*
CC(C)C(=O)Nc1ccc(NC(=O)c2cccnc2)cn1,0.7,0%,-7%,3,0%,-10%,-3%,1.1,-4
CC(C)c1ccc(N2C(=O)N(Cc3ccccc3Cl)c3ccccc3S2(=O)=O)cc1,0.3,?,2%,-2,-8%,9%[57.1 µM],-5%[57.1 µM],0.2,.
Cc1c(NC(=O)CSc2nnnn2Cc2ccccc2)c(=O)n(-c2ccccc2)n1C,-0.2,-7%,-2%,-8,-6%,27%[57.1 µM],8%[57.1 µM],-0.5,-7
CCN(CC)S(=O)(=O)c1ccc2c(c1)NC(=O)C1CCCN21 (centres undefined),-0.2,?,?,-4,-13%,?,3%,0.3,-12
COc1cccc(C2NC(=O)NC(C)=C2C(=O)OCCSC)c1OC (centres undefined),.,17%,13%,.,1%,-14%,0%,.,.
COC(=O)[C@H](CC(C)C)NC(=O)Nc1ccc(F)cc1,.,-18%,1%,6,0%,20%,9%,-0.8,.
CN1C[C@H]2CON(C)[C@H]2C[C@H]1c1cccc(-c2ccc(C#N)cc2)c1,.,-5%,0%,.,3%[38.3 µM],17%,-3%,.,.
Cc1cc(OCC(=O)Nc2cccc(S(=O)(=O)N3CCCCC3)c2)ccc1Cl,1.3,-20%,24%,-1,6%,-4%,-1%,1.3,11
O=S(=O)(c1ccc2oc(=S)[nH]c2c1)N1CCCCC1,0.5,-20%,-1%,14,-7%,-3%,0%,0.5,6
Cc1cc(C(=O)Nc2ccc(F)cc2F)on1,0.9,-8%,0%,4,-7%,-11%,-7%,0.6,10
O=C1C(=Cc2cccn2-c2ccccc2)C(=O)c2ccccc21,5.1,-12%,?,5,3%,7%,-1%,0.8,2
CCCCc1ccc(-c2ccc(C)cc2O)nc1,-1.4,-17%,-15%,3,0%,11%,-3%,0.3,-20
O=C(/C=C/c1cccc([N+](=O)[O-])c1)NC1CC2CCC1C2 (centres undefined),-0.4,-2%,2%,-1,9%,-15%,-7%,-0.5,-5
CCCCNc1nc(N)ncc1[N+](=O)[O-],-2.4,1%,6%,5,-3%,3%,-3%[57.1 µM],0.5,-12
Cc1noc(C)c1NC(=O)N(C)C[C@H]1Oc2c(NC(=O)Nc3ccccc3)cccc2C(=O)N([C@H](C)CO)C[C@@H]1C,.,15%,1%,.,8%,-16%,-12%,.,.
COc1ccc(N2CCN(C(C)C(=O)N3CC(C)OC(C)C3)CC2)cc1 (centres undefined),.,-4%,-6%,-1,8%,26%[57.1 µM],3%[57.1 µM],-0.7,.
